HP1b binding inh – inhibitors of HP1-beta chromodomain binding to methylated histone tails; P83916; AlphaScreen HP1-beta / biotin-H3K9me3 peptide binding; Potency, µM (series often up to 114 µM), without a hit: top-dose activity change, negative = inhibition, most hits filed as inhibitors; 390,000 compounds, 0.56% hits; note: potency is the fitted concentration of half-maximal effect; nearly all actives have a fitted effect of over 70% in size; inactives centre near 23
Target sequence (P83916 whole entry, looked up): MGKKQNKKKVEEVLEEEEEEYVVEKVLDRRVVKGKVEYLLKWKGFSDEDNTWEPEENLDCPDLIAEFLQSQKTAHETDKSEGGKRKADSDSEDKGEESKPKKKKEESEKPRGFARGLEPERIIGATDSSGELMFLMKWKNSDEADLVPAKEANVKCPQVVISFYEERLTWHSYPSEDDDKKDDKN
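HP1-beta protein (50 nM final) preincubated 30 min at room temperature with biotinylated H3(1-18)K9me3 peptide (50 nM) in PBS pH 7.4, 0.01% Tween-20, then compound added for 30 min. AlphaScreen streptavidin donor/nickel chelate acceptor beads (10 ug/mL final), 30 min dark, luminescence read.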
RGS4 inhibitor – human RGS4 inhibition | P49798 | Transcreener GDP fluorescence polarization, RGS4-accelerated GTP hydrolysis | Potency, µM (series often up to 114 µM), without a hit: top-dose activity change, negative = inhibition, hits mostly inhibitors | 390,000 compounds, 0.039% hits | AID 504845; note: potency is the fitted concentration of half-maximal effect; % is set by controls: 0 for no effect and ±100 for the full control effect; nearly all actives have a fitted effect of over 75% in size; some results filed as inactive show a strong effect at the top dose
Target sequence (P49798 whole entry, looked up): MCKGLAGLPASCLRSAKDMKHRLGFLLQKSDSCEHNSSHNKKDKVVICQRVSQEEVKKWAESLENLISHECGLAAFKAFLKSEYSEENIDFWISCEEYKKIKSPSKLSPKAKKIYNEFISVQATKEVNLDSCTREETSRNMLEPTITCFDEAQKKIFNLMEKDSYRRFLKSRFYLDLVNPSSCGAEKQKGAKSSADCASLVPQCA
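MLSMR compounds (23 nl, pin-transferred) preincubated 10 min at room temperature with a 500nM (2x) first reagent, then RGS4 at 900nM (2x) plus Transcreener GDP mix added; fluorescence polarization (620/688 nm) read before and after 90 min at 30 °C.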
JMJD2A Tudor inh – JMJD2A Tudor domain (human) inhibition; Potency, µM (top dose mostly 114 µM), for inactives: at the top dose activity change, negative = inhibition, most hits filed as inhibitors; AlphaScreen JMJD2A-Tudor / H3K4me3 peptide binding; O75164; 390,000 compounds, 4.4% hits; AID 504339; note: potency is the fitted concentration of half-maximal effect; % is set by controls: 0 for no effect and ±100 for the full control effect; nearly all actives have a fitted effect of over 50% in size
PI4K2A inh – blocks human PI4K2A kinase activity. Q9BTU6. purified PI4K2A, ADP-Glo luminescence, 1 h; stronger effect = lower value. activity change, negative = inhibition, % at 76.9 µM. 420,000 compounds, 0.13% hits; in the data active = activity change below about -50%; inconclusive = mostly about -30% to -49%;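 note: -100% = wells without enzyme as full effect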
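Compounds are screened against recombinant PI4K2A using PI as substrate and ATP, the latter dispensed at 300 microM. Reactions run one hour at ambient temperature before ADP-Glo detection; full inhibition defined by wells lacking enzyme.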
ALOX12 inh – ALOX12 (human) lipoxygenase inhibition | P18054 | purified 12hLO, xylenol orange hydroperoxide absorbance | Potency, µM (highest dose often 108 µM), for the others: at the highest dose activity change, negative = inhibition, usual class: inhibitors | 580,000 compounds, 1.1% hits; note: potency is the fitted concentration of half-maximal effect; % is set by controls: 0 for no effect and ±100 for the full control effect
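Hydroperoxide product was detected by ferrous iron/xylenol orange as the 573 to 405 nm absorbance ratio. Arachidonic acid at 40 uM (final) was turned over for 30 min at room temperature by 150 nM human 12hLO, pH 7.0 Hepes buffer, after 15 min compound preincubation.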
G9a block – inhibitors of human histone lysine methyltransferase G9a; Potency, µM (doses to about 102 µM), for the others: at the highest dose activity, negative = inhibition, hits mostly inhibitors; 350,000 compounds, 8.8% hits; AID 504332; G9a H3K9 monomethylation, AlphaScreen, 2 h; Q96KQ7; note: potency is the fitted concentration of half-maximal effect; % is set by controls: 0 for no effect and ±100 for the full control effect; nearly all actives have a fitted effect of over 75% in size
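Enzyme 20 nM + cpd, 15 min RT; add b-H3K9 pep 500 nM / SAM 20 uM; 2 h RT; anti-H3K9me1 Ab 0.5 ug/mL + SA donor / anti-rabbit acceptor beads 20 ug/mL each, 10 min; AlphaScreen read.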
BAZ2B inh – BAZ2B (human) inhibition | AlphaScreen BAZ2B-H3K14Ac peptide displacement | Q9UIF8 | Potency, µM (titrated, usually from 114 µM), inactives show at the top dose activity change, negative = inhibition, usual class: inhibitors | 360,000 compounds, 4.4% hits; note: potency is the fitted concentration of half-maximal effect; % is set by controls: 0 for no effect and ±100 for the full control effect; nearly all actives have a fitted effect of over 60% in size
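Inhibition is scored as reduced AlphaScreen emission. The BAZ2B/b-H3(5-23)K14Ac complex (50 nM each) in PBS pH 7.4, 0.01% Tween-20 meets compound (up to 110 uM) for 30 min at RT before bead addition.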
GLS inhibitor – blocks human kidney-isoform glutaminase activity; O94925; GLS enzymatic activity, qHTS titration; Potency, µM (titrated, usually from 45.5 µM), without a hit: top-dose activity change, negative = inhibition, most hits filed as inhibitors; 410,000 compounds, 0.21% hits; note: potency is the fitted concentration of half-maximal effect; % is set by controls: 0 for no effect and ±100 for the full control effect
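Enzyme dispensed in phosphate buffer (45 mM, pH 8.2, 0.02% Tween-20), compounds pinned in, then 1 mM L-glutamine solution and the glutamate oxidase–HRP–Amplex Red mix added; fluorescence read immediately and again after 30 min at room temperature.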
ERG Ets-DNA blk – blocks human ERG Ets domain binding to DNA; fluorescence polarization, His-ERG Ets domain / labelled DNA; 370,000 compounds, 0.028% hits; Potency, µM (top dose mostly 76.9 µM), inactives show at the highest dose FP activity, negative = inhibition, hits mostly inhibitors; active = well fitted inhibition curve with a large enough effect in the polarisation, with a control signal flat; inconclusive = small, poorly fitted or top-dose-only effect, or effect the other way, or a change in a side signal; inactive = no such curve, though single readings can be large or run the other way; the % refers to the polarisation;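 note: polarization taken with two DNA probes labelled with fluorescein and Texas red; potency is the fitted concentration of half-maximal effect; % of control where 0% means no effect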
Target sequence (P11308 whole entry, looked up, the tested form may be a part): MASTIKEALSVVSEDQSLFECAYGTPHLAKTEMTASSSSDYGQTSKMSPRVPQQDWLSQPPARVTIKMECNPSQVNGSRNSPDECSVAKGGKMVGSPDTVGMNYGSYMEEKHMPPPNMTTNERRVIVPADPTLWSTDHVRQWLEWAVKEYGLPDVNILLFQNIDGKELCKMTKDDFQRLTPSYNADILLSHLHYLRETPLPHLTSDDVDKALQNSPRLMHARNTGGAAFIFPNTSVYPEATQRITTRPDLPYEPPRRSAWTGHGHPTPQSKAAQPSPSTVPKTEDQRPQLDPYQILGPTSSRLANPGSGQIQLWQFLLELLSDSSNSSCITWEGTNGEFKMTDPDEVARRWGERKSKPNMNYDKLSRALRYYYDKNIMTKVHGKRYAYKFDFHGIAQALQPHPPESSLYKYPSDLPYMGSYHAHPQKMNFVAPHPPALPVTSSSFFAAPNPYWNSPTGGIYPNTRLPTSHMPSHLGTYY
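His-tagged ERG Ets domain (1 uM in the protein solution; 300mM KCl, 50mM Tris-HCl, 1mM EDTA, 1mM DTT, pH 7.5) received compound, then a probe mix of 5 nM fluorescein-DNA and 100nM Texas-615-DNA. Fluorescence polarization was read for both dyes.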
Starred values were filed as active, the others as inactive; ? = inconclusive; . = no result given; & = joins results of further samples; [ ] = another dose, or the depositor's remark. Unless noted, calls come from the whole dose curve; as a rule, active = well fitted curve in the direction sought with a large enough effect; inconclusive = small, poorly fitted or top-dose-only effect, or another doubt; inactive = no such curve, though single readings can be large; an effect the other way counts as inactive or inconclusive.

SMILES	HP1b binding inh	RGS4 inhibitor	JMJD2A Tudor inh	PI4K2A inh	ALOX12 inh	G9a block	BAZ2B inh	GLS inhibitor	ERG Ets-DNA blk
C/C(=N\OC(=O)Nc1ccc(Cl)cc1)c1ccc(F)c(F)c1	30.7%	-20.8%	14.0%	0.2	0.0%	66.9%[activator]	-2.7%	4.3%	4.5%
O=C(CSc1nnc(-c2cccc(F)c2)c(-c2cccc(F)c2)n1)NC1CCCCC1	34.2%	8.1%	2.0%	2.7	?	2.6%[59 µM]	0.0%	-22.7%	-0.4%
NC(Cc1ccc(OC(F)F)cc1)C(=O)O (stereo unspecified)	50.2%[activator]	-4.6%[11.4 µM]	1.5%[11.4 µM]	-0.7	?	-28.6%[59 µM]	-16.4%	-2.3%	15.4%
O=C(CN1CCN(Cc2ccccc2)CC1)NNC(=O)c1ccccc1	29.9%	5.0%	3.9%	8.7	1.1%	?	-4.3%	-1.2%	13.5%
C=CCNC(=O)c1cc(=O)c2ccccc2o1	3.5%	10.6%	-7.6%	-1.3	24.0%	-9.4%[2.33 µM]	-38.6%	-0.1%	.
O=C(O)C1C2C=CC(O2)C1C(=O)NCc1ccccc1Br (stereo unspecified)	12.9%	-12.7%	-15.3%	-1.1	-16.7%	14.7%[12.7 µM]	-32.9%	0.5%	-11.3%
O=C(CNc1cccc(S(=O)(=O)N2CCCC2)c1)Nc1cccc(C(F)(F)F)c1	29.4%	-2.9%	-13.2%	4.0	23.5%	.	.	9.5%	.
Cc1cccc(NC(=O)c2ccc([N+](=O)[O-])o2)c1C	28.7%	-18.1%	-9.0%	5.3	-0.3%	19.0%[59 µM]	-0.7%	-6.1%	-3.7%
CCOC(=O)CC1=C(C(=O)OCC)C(c2cc(OC)c(OC)cc2OC)C(C#N)=C(N)O1 (stereo unspecified)	15.4%	5.1%	-13.5%	20.4	-3.7%	8.7%[12.7 µM]	-11.1%	18.1%	8.5%
CC(C)(C)[C@H]1COC(=O)[C@H](Cc2ccc(F)cc2)CC/C=C/C[C@@H](CC(=O)N[C@H](CO)Cc2ccccc2)C(=O)N1	16.1%	-6.8%	?	5.1	?	.	.	-1.6%	9.7%
Cc1ccc(NC(=O)CS(=O)CC(=O)NC23CC4CC(CC(C4)C2)C3)cc1 (stereo unspecified)	-1.8%	-20.6%	-27.4%	5.8	-6.8%	10.3%	-11.1%	-1.4%	10.8%
Cc1ccc(NC(=O)CCn2cccc2)cc1	-15.6%	-3.8%	-18.2%	-8.5	5.5%	?	-38.2%	0.7%	-0.9%
CCOc1ccc(Nc2cc(C)nc3nc(Cc4ccc(Cl)cc4)nn23)cc1	42.9%	?	-26.4%	-5.6	-4.9%	-37.6%[59 µM]	-19.1%	-10.7%	-1.3%
O=C(NC(=S)NCCc1ccccc1)c1ccccc1F	170.5%[activator]	-19.5%	128.0%[activator]	-2.7	?	.	45.9%[activator]	3.8%	-3.1%
CCOC(=O)c1cc(-c2ccccc2)sc1NC(=O)CN1C(=O)NC(CC)(c2ccc(F)cc2)C1=O (stereo unspecified)	25.7%	-21.4%	-18.0%	0.5	?	-31.0%[12.7 µM]	-2.7%	0.0%	3.4%
CCOc1ccccc1NC(=O)C(Cc1ccccc1)NS(=O)(=O)c1ccc2c(c1)oc(=O)n2C (stereo unspecified)	15.7%	3.1%	-12.1%	1.7	-3.3%	2.4%[59 µM]	-3.9%	-1.9%	1.0%
CC(C)Oc1ncnc2c1[nH]c1ccccc12	51.2%[activator]	5.1%	-12.1%	1.7	0.0%	5.0%	2.1%	-4.5%	-14.8%
Cc1ccc(C)c(SCC(=O)OCC(=O)c2ccco2)c1	?	-8.6%	79.4µM*	-1.2	39.8µM*	?	50.1µM*	-25.9%	.
c1nnc(NC2=NCCCCC2)s1	4.6%	20.9%	-9.3%	-0.4	3.2%	-9.0%[59 µM]	-1.0%	8.4%	.
CCc1ccc(NC(=O)C2CCN(c3nnc(-n4c(C)ccc4C)s3)CC2)cc1	29.5%	29.3%	-9.7%	4.5	-6.6%	0.0%[59 µM]	-0.7%	-12.6%	2.4%
CCc1ccc(C2CC(=O)Nc3c2c(C)nn3-c2nc(C)cc(C)n2)cc1 (stereo unspecified)	42.0%[activator]	13.9%	-25.5%	0.7	-19.1%	-28.5%[59 µM]	?	-10.1%	-0.3%
CNC(=S)Nc1ccc(N2CCN(c3ccc(C(F)(F)F)cn3)CC2)nc1	37.8%	0.2%	-17.2%	7.6	157.4%[activator]	.	?	25.0%	11.0%
CCOC(=O)c1ccccc1NC(=O)Cn1c(=O)n(Cc2ccccc2)c(=O)c2c(C)c(C)sc21	2.1%&42.0%	15.3%&-15.6%	-11.9%&8.4%	2.0&-2.8	-25.4%&4.7%	-5.7%&16.3%[59 µM]	-21.2%&-3.6%	-1.3%&-13.5%	6.5%&5.1%
CCOc1ccc(C(N)=O)cc1OC	28.0%	16.3%	-7.5%	1.6	-47.7%	10.4%[12.7 µM]	8.7%	3.5%	-0.3%
Cc1cc2occ(CC(=O)OCC(=O)Nc3sc4c(c3C#N)CCC(C)C4)c2cc1C (stereo unspecified)	33.8%[activator]	-17.0%	3.5%	-2.8	-24.3%	?	-8.5%	3.7%	0.3%
CCOc1ccc(NS(=O)(=O)c2ccc(C(=O)NC3CCN(Cc4ccccc4)CC3)cc2)cc1	-0.9%	-12.3%	-16.4%	-3.9	?	17.4%[2.33 µM]	-4.5%	10.2%	1.2%
Clc1ccc(-c2csc(=Nc3ccccc3)n2Cc2ccc3c(c2)OCO3)cc1	?	10.0%	?	3.6	?	12.6µM*	?	-7.5%	-2.9%
Cc1ccc(CN(Cc2ccco2)C(=O)c2ccco2)cc1	-17.1%	-2.3%	-26.1%	-0.7	1.3%	-37.9%	-36.2%	-13.3%	-7.9%
N#CC(Sc1ccccn1)c1ccc(Cl)cc1Cl (stereo unspecified)	184.4%[activator]	?	85.0%[activator]	2.2	?	?	204.3%[activator]	-4.2%	6.5%
COc1ccccc1CN1CCN(Cc2cc(OC)c(OC)cc2OC)CC1	?	10.4%	7.08µM*	-1.4	?	8.91µM*	50.1µM*	7.9%	-13.6%
CCn1c(SCC(=O)Nc2cc(C)on2)nc2c(c1=O)SC(C)C2 (stereo unspecified)	17.5%	9.1%	4.4%	0.6	-30.6%	-7.4%[59 µM]	9.0%	7.4%	.
O=C(CNC(=O)c1ccco1)NCc1ccc2c(c1)OCO2	37.0%	1.6%	-6.8%	-0.2	0.0%	.	.	3.4%	5.0%
CCc1nn2c(N)c(/C=C3\C=Nc4ccccc43)c(=O)nc2s1	70.8%&51.5%[activator]	-27.0%&-46.1%	-26.7%&-34.2%	2.1&-1.3	127.3%&-0.7%[activator]	?	?	21.9%&-3.3%	4.8%&14.3%
COc1ccc(-c2c(-c3ccc(O)cc3O)n[nH]c2C)cc1OC	19.9%	-4.4%	-25.6%	-0.6	.	3.3%	?	12.3%	-0.2%
Cc1ccc(-c2noc(C3CCCN(C(=O)c4cccc(Cl)c4)C3)n2)o1 (stereo unspecified)	-2.9%	24.5%	-13.3%	-0.6	-17.6%	39.8µM*	-12.5%	-5.9%	10.9%
CC1CCN(c2c(NCC3CCC(C(=O)NCCc4ccc(Cl)cc4)CC3)c(=O)c2=O)CC1 (stereo unspecified)	19.0%	5.2%	-14.1%	2.1	-3.9%	0.9%	-10.3%	-2.4%	-7.2%
COc1ccc(Nc2nccc3c2nnn3C)cc1	26.9%	-47.3%	-14.2%	-1.4	0.0%	5.8%	9.7%	6.7%	3.9%
Cc1ccc(NC(=S)N(Cc2ccco2)C(C)c2cccs2)c(Cl)c1 (stereo unspecified)	51.5%[activator]	-13.0%	-2.8%	2.2	-9.3%	14.3%[59 µM]	-0.2%	4.0%	10.8%
Cc1oc(-c2ccc(Cl)cc2)nc1CS(=O)CC(=O)NC1CCCC1 (stereo unspecified)	60.1%[activator]	-14.5%	0.8%	4.0	-18.2%	.	-5.6%	-2.9%	-11.1%
O=C(CN1CCN(S(=O)(=O)c2ccc3c(c2)OCCO3)CC1)Nc1ccccc1Br	20.9%	14.0%	-16.2%	-3.4	7.6%	.	.	2.7%	2.4%
O=C(COC(=O)CNC(=O)C1CCCCC1)Nc1cc(C(F)(F)F)ccc1Cl	10.2%	-17.1%	-5.5%&-5.0%	-6.9	0.1%	-1.1%[0.501 µM]	-5.0%	2.3%	.
Cc1cc(OC(C)C(=O)NCc2cccnc2)c2c(C)cc(=O)oc2c1 (stereo unspecified)	13.5%	-48.6%[56.9 µM]	?	3.7	7.3%&-1.3%	9.5%	0.6%	0.3%	4.9%
O=C(NC1CC1)c1cccc(NC(=O)c2cnn(-c3ccccc3)n2)c1	18.6%	-37.2%	-18.0%	-5.9	24.7%	.	.	-2.9%	-0.6%[15.4 µM]

Compound activity: PubChem BioAssay, National Center for Advancing Translational Sciences (NCATS)

Only part of the results is shown, so the mix of outcomes need not match the whole.
